Screening results deposited in PubChem by several laboratories.
Wnt act = activates Wnt/beta-catenin signaling in a reporter cell assay | activator, plate reader | activation, % at 9.35 µM | 300,000 tested, 1.2% active | AID 743398; in the data active means activation above about 30%, passing the limit was not always enough; inconclusive means no clear call, values can overlap the other calls;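 further: 0% = neutral control wells and 100% = positive control wells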
AddAB inh = less growth of phage-infected E. coli with AddAB. E. coli expressing H. pylori AddAB, absorbance growth. 330,000 tested, 0.29% active. inhibition, % at 11.9 µM. AID 435030; in the data active means inhibition above about 12%;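 further: 0% = vehicle wells of infected cells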
CAL PDZ FP-1 = blocks peptide binding to human CAL PDZ domain. Q9HD26. purified CAL PDZ, TMR-peptide fluorescence polarization, 1 h. inhibition, % at 20 µM. 330,000 tested, 0.02% active. AID 504414;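 active means highest replicate inhibition of at least 40%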;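 further: plate controls were DMSO neutral control wells for no effect and unlabeled competitor peptide control wells for full effect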
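Material – purified CerCALP PDZ construct · Detection – FP readout, S and P plane fluorescence · Measure – percent inhibition from loss of millipolarization · Controls – unlabelled peptide for full inhibition, DMSO wells as neutral · Probe or stimulus – TMR-labelled reporter peptide T*-PRC34 bound in PDZ groove · Times – 1 h at RT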
Ecoli viability = reduces bacterial viability in AddAB counter-screen; E. coli V3065 growth, OD600 absorbance, 18 h; inhibition, % at 11.9 µM; 330,000 tested, 0.27% active; AID 449728;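 active means inhibition above the campaign's mean inhibition across all tested compounds plus 3 SD, cut at about 9.9% in these data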;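 further: uninfected addAB+ strain grown without phage in ampicillin broth; 0% = DMSO wells and 100% = ciprofloxacin 0.95 µg/ml wells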
SR-BI DiI inh = inhibitors of mouse SR-BI mediated HDL lipid uptake; ldlA[mSR-BI] CHO cells, DiI-HDL uptake fluorescence, 3 h; inhibition, % at 12.5 µM; 320,000 tested, 0.96% active;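 active means mean replicate inhibition of at least 70% and a set share of replicates each scoring 70 or more; inconclusive means meets just one of the two criteria; inactive means fails both criteria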;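 further: 0% = median of neutral control wells and 100% = median of positive control wells; values of inactives mirror those of a sister screen read the other way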
Target sequence (Q61009 whole entry, looked up): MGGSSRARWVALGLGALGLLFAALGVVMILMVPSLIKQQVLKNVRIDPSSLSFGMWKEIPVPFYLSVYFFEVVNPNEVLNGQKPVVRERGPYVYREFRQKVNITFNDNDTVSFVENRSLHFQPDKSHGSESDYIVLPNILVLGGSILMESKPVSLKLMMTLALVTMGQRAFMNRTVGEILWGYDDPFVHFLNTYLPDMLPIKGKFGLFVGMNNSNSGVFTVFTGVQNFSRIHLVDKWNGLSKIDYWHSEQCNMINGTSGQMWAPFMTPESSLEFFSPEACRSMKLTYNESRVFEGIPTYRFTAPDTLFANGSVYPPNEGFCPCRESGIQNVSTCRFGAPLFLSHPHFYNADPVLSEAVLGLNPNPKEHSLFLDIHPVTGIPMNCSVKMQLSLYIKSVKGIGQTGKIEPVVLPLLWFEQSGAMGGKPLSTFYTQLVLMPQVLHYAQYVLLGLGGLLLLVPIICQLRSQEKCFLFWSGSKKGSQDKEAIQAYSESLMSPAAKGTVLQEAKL
MITF TRPM1 HTS = increases MITF-driven TRPM1 promoter luciferase signal. 300,000 tested, 0.75% active. activation, % at 12.5 µM. SK-MEL-5 TRPM1-promoter luciferase, 24 h; % of positive control, neutral wells = 0;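 active means mean activation of at least 80% with every replicate also reaching 80%; inconclusive means mean reaches 80% but some replicate falls short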;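 further: 0% = neutral control wells and 100% = parthenolide positive control wells; values of inactives mirror those of a sister screen read the other way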
CAL PDZ FP-2 = blocks peptide binding to the human CAL PDZ domain | purified CAL PDZ, TMR-peptide fluorescence polarization, 1 h | inhibition, % at 24.9 µM | 300,000 tested, 0.92% active | AID 602252;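 active means mean inhibition of at least 30% with at least half of replicates also reaching 30%; inconclusive means no clear call, values can overlap the other calls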;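 further: 0% = DMSO neutral control and 100% = excess unlabeled competitor peptide PRC23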
Tat transport = inhibitors of E. coli Tat protein transport | AID 488895 | inhibition, % at 10 µM | E. coli MC4100 TorA-mCherry Tat export, fluorescence | 340,000 tested, 0.036% active;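 active means mean replicate inhibition at least 50% and at least half of replicates individually reaching 50%; inconclusive means only one of the two criteria met; inactive means neither criterion met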;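 further: exported cargo escapes ClpAP degradation while cytoplasmic cargo is degraded and loses fluorescence; 0% = median of neutral control wells and 100% = median of NaSCN control wells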
phage Ecoli inh = E. coli growth loss with phage present | growth absorbance | inhibition, % at 11.9 µM | 360,000 tested, 0.26% active; in the data active means inhibition above about 11%
SR-BI DiI-HDL act = activators of SR-BI mediated HDL lipid uptake | AID 504775 | 320,000 tested, 0.096% active | activation, % at 12.5 µM | CHO ldlA[mSR-BI] cells, DiI-HDL uptake fluorescence, 3 h; 100 = double the neutral-control signal;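 active means mean replicate activation of at least 60% and every replicate at or above 60%; inconclusive means mean or all-replicate condition met, but not both; inactive means mean below 60% and not all replicates reaching 60%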;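 further: 0% = median plate neutral-control signal and 100% = twice that signal; values of inactives mirror those of a sister screen read the other way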
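Material – SR-BI-overexpressing, LDLR-lacking CHO cells · Medium – BSA-supplemented, HEPES-buffered Ham's F12, pH 7.4 · Doses – single concentration · Times – compound with DiI-HDL co-incubation, 3 h at 37 °C · Measured by – bottom-read fluorescence, 550/595 nm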
* marks the source's active call; other numbers are inactive results; ? = inconclusive; . = no result given; & = joins results of further samples.

Order of values: Wnt act, AddAB inh, CAL PDZ FP-1, Ecoli viability, SR-BI DiI inh, MITF TRPM1 HTS, CAL PDZ FP-2, Tat transport, phage Ecoli inh, SR-BI DiI-HDL act
> O=C(O)c1ccccc1NC(=S)NC(NC(=O)c1ccccc1[N+](=O)[O-])C(Cl)(Cl)Cl (centres undefined)
→ ., -2.7, -1.3, -2.8, 4, -6, 1, -2, 2.7, -4
> CCn1c(SCC(=O)N2CCN(C(=O)c3ccco3)CC2)nnc1C(C)C
→ 0, 4.5, 0.3, 1.8, -13, 3, -4, 1, 3.5, 13
> Cn1nc(C(=O)NCC2CCCO2)c2ccccc2c1=O (centres undefined)
→ 0, 1.6, ., -0.4, 4, -7, 26, 22, 0.3, -4
> O=C(CCC1CCCN(C(=O)c2ccoc2)C1)NCc1ccccc1F (centres undefined)
→ -1, 1.0, -1.0, -2.5, -16, 15, 14, 2, 2.9, 16
> O=C(c1ccc(N2C(=O)CCC2=O)cc1)N1CCOCC1
→ ., -0.1, -1.8, -0.9, -11, -3, 0, 2, 2.0, 11
> CCOC(=O)N1CCC(NC(=O)C(NS(=O)(=O)c2ccc3c(c2)CCN3C(C)=O)C(C)C)CC1 (centres undefined)
→ ., -0.5, -1.8, -0.5, -10, 6, 1, -1, 1.6, 10
> COc1ccc(N2C(=O)NC3CC2(C)Oc2ccccc23)cc1OC (centres undefined)
→ -2, 2.0, -0.4, 2.1, 24, 10, 1, -2, 2.4, -24
> CCN(CC)S(=O)(=O)c1cc([N+](=O)[O-])ccc1NNC(=O)Nc1ccccc1OC
→ -4&0, 0.5, 0.4, -0.5, 50, 1, 3, -7, 3.3, -50
> O=C(N/N=C/c1ccncc1)C12CC3CC(CC(C3)C1)C2
→ -3, -1.4, -1.6, 1.8, -17, 0, -2, 7, 0.5, 17
> CC1(C)CC(O)(CCNCc2ccc3c(c2)OCO3)CCO1 (centres undefined)
→ -1, 1.6, -4.3, 3.7, -23, ., -1, -6, 4.1, 23
> CS(=O)(=O)N1CCCC(C(=O)NCc2ccc(F)cc2Cl)C1 (centres undefined)
→ ., 2.9, -0.1, -1.3, -15, 3, -2, 11, 0.2, 15
> CCOC(=O)c1c(C)[nH]c(=S)c(C#N)c1-c1ccc(Cl)cc1
→ 0, 2.1, -2.0, -2.3, -14, -20, -2, 8, 1.1, 14
> CCC1C(=O)c2ccccc2N(C)C1=O (centres undefined)
→ -10, 2.2, -1.6, -1.2, -25, 1, -3, -3, 2.8, 25
> O=C(N/N=C/c1cc(Br)cs1)C(O)c1ccccc1 (centres undefined)
→ 0, -1.5, -8.5, -0.9, -40, ., -17, 15, 0.0, 40
> Cc1ccccc1C(=O)N1CCN(c2ncnc3c2cnn3-c2ccccc2)CC1
→ -7, -0.7, -1.8, 3.6, 17, -4, 4, -1, 3.9, -17
> CC1(c2nnc(-c3cccc(Cl)c3)o2)CC(c2ccc(Cl)cc2)=NO1 (centres undefined)
→ -2, -2.1, -1.5, -0.4, 9, 7, -1, 1, 5.0, -9
> COc1ccc(-n2c(CNc3ccc(C)cc3)nnc2SCC(=O)Nc2nc(-c3ccccc3)cs2)cc1
→ ., -1.7, -1.5, 0.1, 18, -6, ., -3, 3.6, -18
> COc1ccc([C@H]2CC(=O)C=C(c3ccc4ncccc4c3)C2)cc1
→ 4, 2.7, -1.9, 3.1, 34, -6, -4, 1, 0.8, -34
> CC(NC(=O)CCNC(=O)N1CCn2c1nc1ccccc12)c1ccccc1 (centres undefined)
→ 0, 0.3, -0.9, 0.3, -13, 4, 6, 6, 1.9, 13
> FC(F)(F)c1nc2ccccc2n2c(-c3ccc(Cl)cc3Cl)nnc12
→ ., 0.4, -1.7, -0.9, 27, -4, -1, 6, 1.7, -27
> CNC(=O)C12N=CNN=C1N(C)C(=O)N2C (centres undefined)
→ 0, 1.0, -1.1, 0.8, 9, -4, -3, -5, 1.1, -9
> O=C(Nc1ccc(Cl)cc1)c1cc(-c2cccs2)on1
→ 0, 0.9, -1.5, 2.8, 16, 73, -1, -9, 0.2, -16
> CCN(CC)CCN(C(=O)c1ccccc1OC)c1nc2ccc(F)cc2s1
→ 8, 2.2, -4.3, 0.2, 0, 11, -5, -1, 1.2, 0
> COC(=O)CCCC1=CC2=CC(=O)C(C)(OC(=O)c3cccs3)C(=O)C2=CN1C1CC1 (centres undefined)
→ -2, 2.9, -1.2, 0.5, -12, -1, -1, 5, 2.1, 12
> Cc1ccc(CCNC(=O)C2CCCN(S(=O)(=O)c3cnc[nH]3)C2)cc1 (centres undefined)
→ -4, 1.7, -0.2, 0.6, -9, 0, -9, -2, 1.8, 9
> CCCc1cc(=O)[nH]c(SCCOc2ccc(Cl)cc2)n1
→ 3, 1.1, 0.1, 0.4, -33, 7, -6, -1, 0.9, 33
> CC(C)(C)c1cc(CCC(=O)NN)cc(C(C)(C)C)c1O
→ -1, -1.7, -0.4, -2.5, 7, 3, 6, -6, 2.8, -7
> Cc1cc(OCCCCCn2ccnc2)cc(C)c1Cl
→ -4, 1.4, 0.3, -0.9, 32, -13, ., 6, 3.8, -32
> COc1cc(/C=C/C(=O)N2CCN(c3n[nH]c(=O)[nH]c3=O)CC2)cc(OC)c1OC
→ -1, 1.5, -0.2, 0.9, ., 0, 4, -8, 0.5, .
> O=C(NCCc1cccc(F)c1)C1CCN(S(=O)(=O)c2ccccc2)CC1
→ -2, 2.1, -0.6, 0.2, 6, 4, -1, -7, 2.0, -6
> CS(=O)(=O)Nc1cccc(C(=O)OCCCOc2ccc(F)cc2)c1
→ -1, -0.5, -0.2, -1.4, 20, 1, 8, 3, 2.9, -20
> C=CCn1cc(C(=O)OC)c(=O)c2cc(S(=O)(=O)N(CC)CC)ccc21
→ 0, -1.2, -2.2, 0.6, -15, -7, 1, 2, 1.4, 15
> CN(C)c1nc(Nc2ccc(Cl)cc2)nc(OCC#N)n1
→ ., 0.2, ., 0.4, 55, -37, -2, -6, 0.9, -55
> COc1ccc(Nc2nc(N(C)c3ccccc3)nc(N)c2[N+](=O)[O-])cc1
→ -4, 0.4, 0.1, -0.8, -138, 8, -2, -7, 0.6, 138*
> COc1cccc(N2CCN(c3ccc4nnc(CCC(=O)Nc5ccc(F)cc5)n4n3)CC2)c1
→ -3, 4.3, 0.3, -0.3, -6, 3, -2, 7, 1.0, 6
> Cn1c(CCNS(=O)(=O)c2ccc(F)cc2)nnc1SCc1cccnc1
→ -2, 2.3, -4.2, 2.8, ., ., 0, 5, -1.2, .
> O=S(=O)(c1cccc(COc2ccc(Cl)cc2Cl)c1)N1CCOCC1
→ -4, 2.7, -2.5, 0.2, 72*, 2, -5, -6, 2.4, -72
> Cc1c(N/C(=N/S(=O)(=O)c2cc([N+](=O)[O-])ccc2Cl)c2ccccc2)c(=O)n(-c2ccccc2)n1C
→ -1, -1.2, -1.3, 0.2, -9, 14, -1, 2, 4.0, 9
> CCOC(=O)C1(CCOC)CCN(C2C3CC4CC(C3)CC2C4)CC1 (centres undefined)
→ 0, 1.0, 0.0, 2.4, -19, 12, -1, -4, 2.0, 19
> O=C(CNS(=O)(=O)c1cccc2nsnc12)NC1CCCCC1
→ -5, -2.5, 0.6, -2.9, 10, -1, -3, 4, -1.2, -10
> CC(=O)Oc1ccccc1N1C(=O)c2ccc(C(=O)O)cc2C1=O
→ ., 0.0, -3.1, -0.3, 2, ., 7, 0, 1.9, -2
> N#Cc1ccc(Cl)cc1NC(=O)CNc1cccc(S(=O)(=O)N2CCCC2)c1
→ -18, ., -1.6, ., 5, -14, -3, 1, 5.3, -5
> CCOC(=O)C1CCCCN1Cc1cn[nH]c1-c1ccc(F)cc1F (centres undefined)
→ 0, 2.0, -2.8, 0.8, ., 2, -6, 5, 1.4, .
> CC(C)c1c(C(=O)N/N=C/c2ccc(C(F)(F)F)cc2)nnn1-c1nonc1N
→ -1, 3.6, -2.5, 2.1, 77*, 13, 1, 4, 0.3, -77
> O=C(CSc1ncnc2sc3c(c12)CCCCC3)NCc1ccco1
→ ., 3.6, -3.6, -1.9, -3, -15, -1, -3, 0.8, 3
> COc1cc(CNC(=O)c2ccc3c(c2)S(=O)(=O)c2ccccc2C3=O)cc(OC)c1
→ 1, 2.0, 0.5, 1.7, 1, 12, -4, -3, 3.6, -1
> CN(CC(=O)Nc1cccc(F)c1)C(=O)CCc1nc2cc(S(=O)(=O)N3CCOCC3)ccc2n1C
→ -1, -3.2, -2.0, 0.3, -4, -13, -1, -4, 1.3, 4
> O=C(COC(=O)COc1ccc2ccccc2c1)NC1CCCc2ccccc21 (centres undefined)
→ -2, 0.3, -1.0, -0.1, 11, -3, -4, -1, 4.6, -11
> O=C(CCN1C(=O)/C(=C/c2ccc(F)cc2)SC1=S)NCCCn1ccnc1
→ 0, 4.4, 0.6, -1.0, 27, 0, -5, -6, 2.2, -27
> CNC(=S)NNC(=O)c1sccc1C
→ ., 1.0, 0.2, 0.4, -16, 4, 2, 5, 3.6, 16
> C/C(=N\Nc1ccc([N+](=O)[O-])cc1[N+](=O)[O-])c1ccc(-n2nncc2C(C)(C)C)cc1
→ -4, 6.2, -0.5, -1.7, 67, 5, 3, -6, 0.1, -67
> CC(C)(C)c1ccc(C(=O)N2CCC(C(=O)NCC3CCCO3)CC2)cc1 (centres undefined)
→ ., 1.1, -0.7, -1.3, -3, 18, -1, 4, 0.9, 3
> Cc1cccc(-n2ccnc2SCC(=O)Nc2ccc3c(c2)OCCO3)c1
→ ., 3.2, ., 1.7, 3, 20, -4, 9, 1.8, -3
> Cc1cc2ncn(C(=O)c3c(-c4ccccc4Cl)noc3C)c2cc1C
→ ., -3.1, 0.7, -0.3, -13, -32, 8, -3, 1.1, 13
> CCSc1cc(N2CCCC2)nc(-c2cccc(C)c2)n1
→ -2, 4.6, -0.2, 1.8, 50, -13, 8, 1, 2.5, -50
> Cc1cc([N+](=O)[O-])nn1CC(=O)NNC(=S)Nc1ccc(F)cc1
→ 18, 0.9, -3.1, -0.7, 4, 7, ., -14, -0.8, -4
> Cc1ccc(Nc2ncnc3ccccc23)cc1
→ ., 1.0, -4.4, -0.3, -1, ?, -4, -1, 3.2, 1
> CCOc1ccc(S(=O)(=O)NCCOC)cc1C
→ ., 2.8, 0.7, 0.2, -16, 0, ., 1, 0.7, 16
> COc1ccc(CCNc2nc(C)cc(=O)[nH]2)cc1OC
→ ., 3.0, -0.2, 1.2, -5, -8, ., 4, 0.1, 5
> O=C(/C(=N/O)n1cncn1)c1ccccc1Cl
→ 0, 5.6, -1.1, 4.3, 27, ., -5, 6, -0.2, -27
> O=C1CCCN1CCC1CCN(C2CC(=O)N(Cc3ccc(N4CCCC4=O)cc3)C2=O)CC1 (centres undefined)
→ 1, 1.0, -1.7, -0.1, -12, -28, -2, 7, -0.9, 12
> Cc1ccc2c(c1)c1c(n2CC(O)CN2CCCCCC2)CCCC1 (centres undefined)
→ 0, 1.3, 0.0, 0.1, -4, 6, -3, 0, 4.1, 4

Random draw from the library. About 3.6% of those tested had a hit in this group.
